Screens as filed in PubChem BioAssay.
CSN inh – CSN deneddylation inhibition. Q92905. Purified CSN, SCF-Nedd8-OG deneddylation, fluorescence polarization. inhibition, % at 12.5 µM. hit rate 0.38% among 360,000. AID 651999;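 active means pattern-corrected inhibition above about 35%, with an unprinted fluorescence ratio check between 0.5 and 1.5, limit read from the data, passing the limit was not always enough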;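 further: 0% = enzyme with substrate and 100% = substrate without enzyme; some results filed as inactive read as strong as hits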
Target sequence (Q92905 whole entry, looked up, one chain of several): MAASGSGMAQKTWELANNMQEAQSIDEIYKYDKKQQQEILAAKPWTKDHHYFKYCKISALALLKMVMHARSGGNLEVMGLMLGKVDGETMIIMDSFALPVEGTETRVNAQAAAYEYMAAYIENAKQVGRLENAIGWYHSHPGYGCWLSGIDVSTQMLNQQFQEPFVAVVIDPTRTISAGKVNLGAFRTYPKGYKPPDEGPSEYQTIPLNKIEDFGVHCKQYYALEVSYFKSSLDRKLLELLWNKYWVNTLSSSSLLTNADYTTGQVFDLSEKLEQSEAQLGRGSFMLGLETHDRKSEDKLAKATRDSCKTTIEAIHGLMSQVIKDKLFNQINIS
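Assay system: purified human Csn5 enzyme expressed in HEK293T cells; Input: 0.24 nM Csn5 enzyme, final concentration; Reagent: 10 nM SCFSkp2-Nedd8OG; Compound dosing: 12.5 µM single point; Times: reaction 90 min, room temperature; Technique: fluorescence polarization readout.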
Neddyl block – inhibitors of human cullin neddylation. TR-FRET cullin neddylation, biochemical. calls only at 25 µM. hit rate 0.58% among 360,000; in the data active means inhibition above about 36%
SUMO1-SIM PPI – SUMO1-SIM interaction modulation. inhibition, % at 20 µM. P63165. hit rate 0.33% among 360,000. SUMO1 binding to a labelled peptide, TR-FRET, 1 h; in the data active means inhibition above about 37%
Target sequence (P63165 whole entry, looked up): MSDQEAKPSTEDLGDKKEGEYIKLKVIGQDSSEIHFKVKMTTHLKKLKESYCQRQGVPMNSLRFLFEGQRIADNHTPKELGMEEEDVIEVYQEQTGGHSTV
DNMT1 block – inhibitors of human DNMT1 | P26358 | DNMT1 molecular beacon, Hinp1I cleavage, fluorescence | inhibition (reported as % activation of signal), % at 10 µM | hit rate 0.83% among 360,000; in the data active means inhibition above about 50%
NadD inh – inhibitors of Staphylococcus aureus NadD | inhibition, % at 20 µM | purified NadD enzyme, colorimetric absorbance read-out | hit rate 0.78% among 360,000 | AID 602399; in the data active means inhibition above about 26%; further: some compounds past the cut are filed as inactive
Rin1 Abl inh – human Rin1-Abl interaction inhibition; TR-FRET Rin1/Abl binding, biochemical; inhibition, % at 7.35 µM; hit rate 0.4% among 360,000; AID 588664; in the data active means inhibition above about 5%, passing the limit was not always enough
Rpn11 block – blocks the human proteasome subunit Rpn11. O00487. human 26S proteasome, Ub4-pepOG fluorescence polarization; 20S core pre-blocked with epoxomicin. calls only at 20 µM. hit rate 0.59% among 360,000. AID 588493;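 active means inhibition at 20 µM, scaled to each plate's controls, above about 33%, limit read from the data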
Target sequence (O00487 whole entry, looked up): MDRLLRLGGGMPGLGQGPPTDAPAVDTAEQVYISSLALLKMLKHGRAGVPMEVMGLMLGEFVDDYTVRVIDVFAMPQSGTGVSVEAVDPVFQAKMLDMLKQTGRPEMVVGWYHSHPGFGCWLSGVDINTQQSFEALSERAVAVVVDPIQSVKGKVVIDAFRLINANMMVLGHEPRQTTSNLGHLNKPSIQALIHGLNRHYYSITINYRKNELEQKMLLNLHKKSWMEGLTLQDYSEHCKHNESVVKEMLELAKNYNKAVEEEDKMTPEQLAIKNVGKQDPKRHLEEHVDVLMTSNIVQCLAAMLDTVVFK
STEP inh – inhibitors of human striatal-enriched phosphatase STEP | recombinant STEP, OMFP fluorogenic substrate, fluorescence | inhibition, % at 20 µM | hit rate 0.25% among 360,000 | AID 588621;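 active means inhibition at 20 µM, scaled per plate between control wells, above about 37%, limit read from the data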;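 further: 0% = DMSO with enzyme and substrate and 100% = substrate only without enzyme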
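System: isolated STEP enzyme; schedule: 20 min enzyme reaction at room temperature, protected from light; medium: Bis-Tris buffer pH 6.0, 2.5 mM DTT, 0.005% Tween 20; signal: fluorescence, 480/540 nm; dosing: single compound dose of 20 µM, 1% DMSO final; also added: OMFP substrate, 25 µM final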
LMPTP inh – blocks human LMPTP phosphatase; P24666; recombinant LMPTP-A, OMFP fluorogenic substrate, fluorescence intensity; inhibition, % at 20 µM; hit rate 0.22% among 360,000; AID 651560;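 active means compounds that cut the enzyme signal by at least half of the control window in the single-dose screen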;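 further: plate controls were DMSO wells with enzyme plus substrate for no effect and substrate without enzyme for full effect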
Target sequence (P24666 whole entry, looked up): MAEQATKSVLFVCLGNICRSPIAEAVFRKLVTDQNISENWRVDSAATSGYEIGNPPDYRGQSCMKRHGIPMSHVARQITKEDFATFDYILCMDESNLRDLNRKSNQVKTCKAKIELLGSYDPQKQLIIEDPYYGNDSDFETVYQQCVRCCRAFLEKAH
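Assay system: LMPTP-A phosphatase enzyme | Input: 0.625 nM enzyme | Also added: Fluorogenic phosphatase substrate OMFP at 400 µM final | Compound dosing: One test concentration per compound, 20 µM, with 3% DMSO overall | Schedule: 50 min enzyme reaction at room temperature, protected from light | Signal: Fluorescence intensity | Benchmarks: no-enzyme and uninhibited controls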
Scp-1 inhibitor – blocks human Scp-1 phosphatase activity. Q9GZU7. Recombinant Scp1, phosphopeptide, malachite green phosphate absorbance. inhibition, % at 20 µM. hit rate 0.88% among 340,000;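 active means inhibition above about 50% at 20 µM, limit read from the data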;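 further: plate controls were DMSO wells with enzyme for no effect and wells lacking enzyme for full effect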
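Incubation: 45 min enzyme reaction at room temperature / System: truncated SCP-1 phosphatase (76-261aa) / Reagent: Phospho 17-mer peptide substrate / Buffer or medium: Acidic Tris acetate buffer with magnesium and detergent / Signal: absorbance at 630 nm / Doses: one concentration, 20 µM, with 1.0% DMSO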
* hit, by the source's call; i = inactive; . = no result given.

Compound	CSN inh	Neddyl block	SUMO1-SIM PPI	DNMT1 block	NadD inh	Rin1 Abl inh	Rpn11 block	STEP inh	LMPTP inh	Scp-1 inhibitor
CCCS(=O)(=O)NC(=O)C1(C)CCCN(C(=O)c2ccc(C(F)(F)F)cc2)C1 (configuration not stated)	2	i	2	-1	-1	-2	i	-1	-1.4	.
CN(C)S(=O)(=O)c1ccc(C(=O)Nc2ccc3nc(N4CCOCC4)sc3c2)cc1	-2	i	-3	-5	4	5	i	2	1.0	-5
Cc1cccc2nc(CSc3nncn3-c3ccccc3)cn12	-4	i	-1	1	-2	-2	i	1	-0.2	8
COc1cc(NC(=O)Cn2cnc3c(SC)nc(N)nc32)cc(OC)c1OC	-2	i	-2	4	0	-1	i	-2	1.1	1
COc1ccc(NC(=O)C2CCN(c3nc(C)nc4c3CCC4)CC2)cc1	2	i	3	1	3	0	i	-2	3.5	16
C=CCN(c1ccccc1)S(=O)(=O)c1cccc(C(=O)Nc2cccc(C)n2)c1	-4	i	3	-1	-1	0	i	0	1.8	5
COc1ccc(Br)cc1C(=O)NC(=S)Nc1ccc2[nH]c(=O)[nH]c2c1	3	i	1	43	3	2	i	0	3.4	-8
C/C(=N/Nc1ncc(C(F)(F)F)cc1Cl)c1ccncc1	-7	i	-10	-2	-7	1	i	2	-0.8	-4
CCOc1ccc(-c2c(C(=O)N/N=C/c3ccc(C)o3)nnn2-c2nonc2N)cc1	-2	i	-8	-2	2	0	i	1	-1.0	-6
Cc1ccc(N=Nc2c(O)[nH]c3ccc(F)cc23)cc1	124	i	-5	42	-6	1	.	-6	-0.5	-14
CN1CCN(c2nc(-c3ccccc3)nc(-c3ccc(F)cc3)c2C#N)CC1	-3	i	2	0	-11	2	i	5	-1.9	-4
Cc1cc(C)c2c(=O)n3c(nc2c1)C(Cc1ccccc1)NC(=O)c1cccnc1-3 (configuration not stated)	-2	i	3	-1	10	-1	i	2	-1.1	.
CSc1ncnc2c1ncn2CCCNCc1ccccn1	1	i	-2	7	-2	0	i	1	-2.6	.
C=C(C)C1CC=C(C)/C(=N/NC(=O)COc2ccccc2Cl)C1 (configuration not stated)	-6	i	0	3	0	1	i	-3	-6.4	-1
CN(CC(=O)NC1CCN(Cc2ccccc2)CC1)S(=O)(=O)c1ccc2c(c1)c(=O)n(C)c(=O)n2C	2	i	-1	0	-7	6	i	0	-1.3	-1
c1cc(-c2ccncc2)ccn1	-3	i	0	1	2	4	i	-1	-3.4	-6
CCOC(=O)/C=C1\CC(=O)Nc2cc(C)c(C)cc2N1	0	i	-1	0	-5	-2	i	-4	-1.6	-6
O=C(Nc1ccccc1Cl)c1ccc2ccccc2c1	2	i	-3	0	-3	7.6*	i	-2	-0.4	1
Cn1c(=O)c(C(=O)NNC(=O)c2ccc(Br)cc2)c(O)c2ccccc21	-4	i	9	0	25	1	i	1	1.2	-10
O=Cc1cnc(N2CCN(Cc3ccccc3)CC2)s1	0	i	-6	1	-5	-4	i	2	-0.3	-2
O=C(COC(=O)c1cccc(C(F)(F)F)c1)NCc1ccc(Cl)cc1	0	i	1	1	-2	1	i	1	-1.6	-12
CC(C)COc1nc2ccccc2c(=O)n1OCC(=O)O	-4	i	8	-1	-4	3	i	0	-1.0	-2
CC(=O)Nc1ccc(NC(=O)COC(=O)c2ccccc2SCC(=O)N2CCCC2)cc1	5	i	4	0	-3	3	i	0	-0.2	-2
O=C1c2cccc3cccc(c23)C(=O)N1c1ccccc1Cl	-2	i	-35	1	-3	-2	i	1	0.0	-8
O=C(Cc1cccc(NC(=O)C2CCN(C(=O)C3CCCCC3)CC2)c1)Nc1cccc(C(=O)N2CCCCC2)c1	1	i	0	-1	0	0	i	0	-1.3	4
COc1cc(NC(=O)CSc2nnc3c(n2)[nH]c2ccc(S(=O)(=O)NC(C)C)cc23)cc(OC)c1OC	-8	i	21	12	21	4	i	1	2.9	26
CCCCCCCCCc1nc2sc3c(c2c(=O)n1NC(=O)c1ccc([N+](=O)[O-])cc1)CC(C)(C)OC3	-4	i	-5	-12	22	1	i	-1	2.3	-8
CCOC(=O)N(C)c1c(CC)nc2c(OCc3ccccc3C(=O)OC)cccn12	4	i	4	2	1	3	i	2	-0.9	.
O=c1nc2ccccc2c2n1CC(CN1CCN(c3ccc(F)cc3)CC1)N2 (configuration not stated)	-2	i	3	0	-3	-2	i	-3	2.1	0
Cc1cc(C)cc(OCC(O)CN2CC(C)OC(C)C2)c1 (configuration not stated)	-2	i	2	1	-5	3	i	-4	-1.8	-6
CCCNC(=O)c1cccc(Br)c1	-4	i	3	-3	-1	1	i	3	1.2	-1
CC(Oc1ccccc1)c1ccnc2nc(N3CCOCC3)nn12 (configuration not stated)	3	.	-1	1	-7	1	i	0	-0.5	-35
Cn1c2ccccc2c2cc(/C=N/NC(=O)c3cc(O)cc(O)c3)ccc21	11	.	38	23	19	-4	i	12	8.9	49
COc1ccc(-c2n[nH]c(C)c2-c2ccc(Cl)cc2)c(O)c1	3	i	0	-6	-2	0	i	3	2.8	4
O=C1N(Cc2cccnc2)C[C@@H]2C[C@@H](c3cccc(Oc4ccccc4)c3)N3CCC[C@@]123	4	i	-1	-2	0	-2	i	-2	0.8	-4
CN(C)CCCn1c(N)c(C#N)c2nc3ccccc3nc21	20	.	-7	1	2	-4	.	-10	0.2	3
O=C(C1CC=CCC1)N1CCN(C(=O)C2CC=CCC2)CC1 (configuration not stated)	-3	i	-1	4	-7	-2	i	-2	-2.5	-5
Cc1ccc(C)c(N2CCN(C(=O)CN3C(=O)c4ccccc4C3=O)CC2)c1	1	i	-11	0	-4	-4	i	1	0.5	-1
CC(C)NC(=O)C1(C)CCN1C(=O)c1ccc(F)c(Cl)c1 (configuration not stated)	3	i	1	9	-1	-5	i	0	0.1	.
COC(=O)c1ccc2[nH]c(C)c(CN3CCCC3)c(=O)c2c1	0	.	4	-4	-7	-2	i	1	-1.1	-10
COc1ccccc1N1CCN(C(=S)Nc2ccc(F)cc2)CC1	2	i	1	2	-4	-3	i	-2	-1.1	0
COc1ccc2nc(NC(=O)CSc3nnc(C)s3)sc2c1	-1	i	6	4	-4	2	i	3	-0.3	0
CCOc1ccccc1N1CCN(C(=S)NC(=O)C23CC4CC(CC(C4)C2)C3)CC1	8	i	-2	1	12	2	i	2	0.1	-2
Cc1nc(NC(=O)c2cc3c(C)nn(-c4ccccc4)c3s2)sc1C(=O)Nc1ccccc1	0	i	5	-20	5	3	i	-1	-1.5	11
CCc1ccc(CNCc2cccs2)cc1	-8	i	1	1	-11	-5	i	2	-0.6	-10
CN(Cc1ccccc1)C(=O)c1cccc(N2C(=O)NC3CC2(C)Oc2ccccc23)c1 (configuration not stated)	1	i	0	0	9	-4	i	-1	0.4	-8
Fc1ccc(-c2cnn3c(-c4ccncc4)ccnc23)cc1	6	i	-16	-2	-1	-1	i	1	0.3	-7
Cc1ccc(NC(=S)N2CCC(NC(=O)c3ccccc3)CC2)cc1	5	i	1	1	3	1	i	2	-0.1	3

Reformatted with two lines to a compound: 3 of the compounds above.
Values run as follows: CSN inh, Neddyl block, SUMO1-SIM PPI, DNMT1 block, NadD inh, Rin1 Abl inh, Rpn11 block, STEP inh, LMPTP inh, Scp-1 inhibitor
> COC(=O)c1ccc2[nH]c(C)c(CN3CCCC3)c(=O)c2c1
 : 0, ., 4, -4, -7, -2, i, 1, -1.1, -10
> Cc1nc(NC(=O)c2cc3c(C)nn(-c4ccccc4)c3s2)sc1C(=O)Nc1ccccc1
 : 0, i, 5, -20, 5, 3, i, -1, -1.5, 11
> COc1ccc2nc(NC(=O)CSc3nnc(C)s3)sc2c1
 : -1, i, 6, 4, -4, 2, i, 3, -0.3, 0

Next section:
Compound	CSN inh	Neddyl block	SUMO1-SIM PPI	DNMT1 block	NadD inh	Rin1 Abl inh	Rpn11 block	STEP inh	LMPTP inh	Scp-1 inhibitor
O=S(=O)(c1ccc(-n2cnnn2)cc1)N1CCN(c2ccccc2F)CC1	4	i	-1	-1	0	-1	i	-1	-1.4	-5
O=S(=O)(c1cccs1)N1CCC(CO)(Cc2cccc(F)c2)CC1	1	i	-1	-2	-8	-2	i	-4	-0.1	-13
COc1cc(C=O)ccc1OCCOCCOc1c(C)cc(Cl)cc1Cl	0	i	3	-6	-1	-2	i	1	1.8	-14
COc1ccc(-c2nnc(SCC(=O)N3CCC(Cc4ccccc4)CC3)o2)cc1OC	2	i	-1	-5	-7	-2	i	0	1.9	-14
CCOc1cccc2cc(C(=O)N3CC(C)OC(C)C3)c(=O)oc12 (configuration not stated)	1	i	-1	1	0	-1	i	5	-0.8	-6
COc1ccc(-c2ncc3ccccn23)cc1OC	-2	i	17	-10	3	-2	i	0	4.0	-2
COc1ccc(N2CCN(C(=O)C(Cc3ccccc3)n3cccc3)CC2)cc1 (configuration not stated)	4	i	1	-2	0	-2	i	0	-0.7	-1
Cc1ccc(C)c(NC(=S)N2CCN(Cc3ccccc3)CC2)c1	6	i	5	2	1	0	i	0	-1.3	-2
CCN1CCCc2cc(CN(CCN3CCOCC3)C(=S)Nc3cccc(Cl)c3)ccc21	4	i	-10	-5	-14	-4	i	2	4.7	-4
